Source: PubChem BioAssay (several laboratories)
Rin1 Abl inh: inhibitors of Rin1-Abl protein binding, primary screen, biochemical, TR-FRET. hit rate 0.4% among 360,000. inhibition, % at 7.35 µM. Tyrosine-protein kinase ABL1 (Homo sapiens) + Ras and Rab interactor 1 (Homo sapiens), …. AID 588664, 2011; in the data active means inhibition above about 5%, passing the limit was not always enough
Neddylation inh: inhibitors of cullin neddylation, primary screen, biochemical, TR-FRET, uHTS, NAE and Ubc12 | AID 651699, 2012 | NEDD8-conjugating enzyme Ubc12 (Homo sapiens) + NEDD8-activating enzyme E1 regulatory … | hit rate 0.58% among 360,000 | calls only at 25 µM; in the data active means inhibition above about 36%
MsrA inh: bovine MsrA enzyme inhibitors, primary screen, biochemical, absorbance, HTS; purified bovine MsrA, absorbance read-out; inhibition, % at 15.5 µM; hit rate 0.75% among 360,000; AID 651718, 2012; in the data active means inhibition above about 4.5%;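 further: 0% = vehicle wells with enzyme and 100% = reference inhibitor wells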
MT1-MMP act inh: blockers of MT1-MMP proenzyme processing, primary screen, HT1080 RFP-PRO-GFP cells, GFP/RFP fluorescence; GFP/RFP ratio fluorescence, overnight; percent of plate control window, DMSO zero; Matrix metalloproteinase-14 (Homo sapiens), P50281; hit rate 0.061% among 360,000; GFP/RFP ratio change, % at 20 µM;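 active means GFP/RFP ratio change of at least 30% with cell ATP level not reduced by more than half and red fluorescence within 50% of control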; further: strong numbers were not always called active
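Compound: 20 µM single dose, 1% DMSO / System: HT1080 RFP-PRO-GFP cells / Controls: DMSO and RFP-L50D-GFP cell wells / Read-out basis: GFP/RFP fluorescence ratio / Schedule: overnight compound exposure at 37 °C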
eLon inh: inhibitors of E. coli Lon protease, primary screen, biochemical, fluorescence polarization; purified E. coli Lon protease; inhibition, % at 7.94 µM; hit rate 0.42% among 360,000; in the data active means inhibition above about 13%, passing the limit was not always enough;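 further: 0% = enzyme with probe and DMSO and 100% = no enzyme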
CendR NRP1 mod: modulators of CendR peptide binding to NRP-1, primary screen, biochemical, fluorescence polarization, uHTS; FAM-RPARPAR peptide binding to NRP-1; hit rate 0.85% among 360,000; inhibition, % at 25 µM; Neuropilin-1 (Homo sapiens), O14786;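 active means inhibition or corrected inhibition above about 18%, plus a signal ratio from 0.5 to 1.5, limit read from the data, passing the limit was not always enough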; further: strong numbers were not always called active
FAS-TE inh: FAS thioesterase domain inhibitors, primary screen, biochemical, fluorescence intensity, uHTS | Fatty acid synthase (Homo sapiens), P49327 | recombinant FAS-TE, OMFH fluorogenic substrate, fluorescence endpoint | inhibition, % at 15 µM | hit rate 0.67% among 360,000;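 active means compounds whose normalised, plate-corrected inhibition of enzyme fluorescence in the single-dose primary screen is 50% or more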;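 further: 0% = DMSO with enzyme and 100% = substrate without enzyme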
SKN-1 inh: suppressors of acrylamide-induced Pgst-4::GFP reporter in worms, primary screen, SKN-1 inhibitor project, whole organism, uHTS, GFP/RFP fluorescence ratio, strain VP596; C. elegans VP596 Pgst-4::GFP/RFP ratio, 24 h; inhibition, % at 21.8 µM; hit rate 0.49% among 360,000;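 active means interference check ratio from 0.5 to 1.5 plus GFP to RFP signal ratio inhibition reaching or exceeding a fixed threshold, cut at about 30% in these data, passing the limit was not always enough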; further: some compounds called inactive have numbers as strong as hits
MsrA act: bovine MsrA enzyme activators, primary screen, biochemical, absorbance, HTS; Methionine sulfoxide reductase A (Bos taurus); activation, % at 10.6 µM; purified bovine MsrA, absorbance read-out; hit rate 0.3% among 360,000; in the data active means activation above about 7.5%;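 further: 0% = vehicle and 100% = reference activator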
Starred values were filed as active, the others as inactive; i = inactive; nt = not tested or not shown.

SMILES	Rin1 Abl inh	Neddylation inh	MsrA inh	MT1-MMP act inh	eLon inh	CendR NRP1 mod	FAS-TE inh	SKN-1 inh	MsrA act
CC(=O)Nc1ccc(N(C(=O)Cc2cccs2)C(C(=O)NC2CCCC2)c2ccncc2)cc1 (centres undefined)	4	i	-0.4	-1	-8	5	-6	22	-7
CCCC(=O)Nc1ccccc1NC(=O)c1ccc(OCC)c(OCC)c1	5	i	1.0	-2	7	0	-4	15	-10
CCOC(=O)CN1C(=O)N[C@@H](c2ccccc2)[C@@H](C(=O)OC)[C@H]1C	2	i	-0.7	2	-7	11	-17	-9	-4
COc1cccc(NC(=O)[C@H](Cc2ccccc2)NC(=O)[C@@H]2Cc3ccccc3CN2)c1	-4	i	-0.9	1	-1	8	19	4	-2
O=C(CSc1ncnc2sc3c(c12)CCCC3)c1ccco1	-4	i	-1.0	-1	-11	-15	13	3	-12
CCOCN(C(=O)Cn1c(CO)nc2ccccc21)c1c(C)cccc1CC	-4	i	-0.1	-1	3	-2	-6	6	1
Cc1noc(C)c1C(=O)Nc1sc2c(c1C(N)=O)CCCCC2	1	i	-0.9	1	5	3	-7	1	0
COc1ccc(C(=O)Nc2cc(C)nn2-c2cccc(F)c2)cc1OC	1	i	0.4	1	9	3	-3	11	-3
Cn1c(SCc2ccc(F)cc2)nnc1-c1cnccn1	0	i	1.1	0	1	4	-4	-10	-2
COc1ccc(CC(=O)NCc2cn3ccsc3n2)cc1	-1	i	0.0	2	5	-6	-7	-2	0
COc1cc(NC(=S)N2CCCCC2C)cc(OC)c1OC (centres undefined)	-3	i	-0.7	2	-3	3	-3	6	-5
Cc1cccc(NC(=O)c2cnc3sccn3c2=O)c1	-2	i	1.9	3	-3	-4	-5	12	-6
CC1=CC2=NC(=O)/C(=C\c3cccn3CCOc3ccccc3)C(=N)N2O1	-3	i	1.4	-4	-1	17	19	6	-5
CCCCCCN1C[C@H](O)[C@@H](n2cc(C3CC3)nn2)C[C@@H]1c1ccc(Cl)cc1	-2	i	-0.8	3	-3	-7	4	17	-2
N#CCCN1CCN(S(=O)(=O)c2ccc3c(c2)CCC3)CC1	0	i	-0.2	0	4	-5	-2	0	-2
O=C1CC2(CCN(C(=O)c3cccc(F)c3)CC2)Oc2ccccc21	0	i	1.7	-2	-6	0	-7	22	-2
CCCCSc1nnc(CSc2nc3nc(C)cc(C)n3n2)o1	-2	i	0.3	3	-5	11	-5	7	-3
CCCC(C(=O)Nc1ccc(S(=O)(=O)Nc2ncccn2)cc1)c1ccccc1 (centres undefined)	-1	i	-1.4	-2	-4	-2	-3	4	-2
COc1ccc(S(=O)(=O)N(CC(=O)O)Cc2ccccc2)cc1OC	1	i	0.4	0	-2	2	-10	7	-6
COCCn1cnc2c1c(=O)n(Cc1ccccc1C#N)c(=O)n2Cc1ccccc1	-1	i	-0.5	0	3	4	3	1	-2

Arranged by SMILES length (largest number first): some entries from above
SMILES	Rin1 Abl inh	Neddylation inh	MsrA inh	MT1-MMP act inh	eLon inh	CendR NRP1 mod	FAS-TE inh	SKN-1 inh	MsrA act
CCOC(=O)CN1C(=O)N[C@@H](c2ccccc2)[C@@H](C(=O)OC)[C@H]1C	2	i	-0.7	2	-7	11	-17	-9	-4
CC1=CC2=NC(=O)/C(=C\c3cccn3CCOc3ccccc3)C(=N)N2O1	-3	i	1.4	-4	-1	17	19	6	-5
N#CCCN1CCN(S(=O)(=O)c2ccc3c(c2)CCC3)CC1	0	i	-0.2	0	4	-5	-2	0	-2
CCCCSc1nnc(CSc2nc3nc(C)cc(C)n3n2)o1	-2	i	0.3	3	-5	11	-5	7	-3

Compounds from the list above that have a cyano group, in the order listed:
SMILES	Rin1 Abl inh	Neddylation inh	MsrA inh	MT1-MMP act inh	eLon inh	CendR NRP1 mod	FAS-TE inh	SKN-1 inh	MsrA act
N#CCCN1CCN(S(=O)(=O)c2ccc3c(c2)CCC3)CC1	0	i	-0.2	0	4	-5	-2	0	-2
COCCn1cnc2c1c(=O)n(Cc1ccccc1C#N)c(=O)n2Cc1ccccc1	-1	i	-0.5	0	3	4	3	1	-2

The results go on.
SMILES	Rin1 Abl inh	Neddylation inh	MsrA inh	MT1-MMP act inh	eLon inh	CendR NRP1 mod	FAS-TE inh	SKN-1 inh	MsrA act
COC(=O)c1c(NC(=O)c2ccoc2C)sc(C)c1C	-1	nt	2.2	-4	3	4	-4	-15	-2
CCn1nc(C(=O)OC(C(=O)c2c[nH]c3ccccc23)c2ccccc2)c2ccccc2c1=O (centres undefined)	-2	i	3.8	1	9	1	21	3	-2
CN(C)S(=O)(=O)c1cccc(C(=O)N2CCN(S(=O)(=O)c3ccc4c(c3)OCCO4)CC2)c1	-1	i	-0.1	-2	1	12	-2	19	-2
CCN1C(=O)[C@H]2[C@@H](c3ccc(-c4cccc(Cl)c4)cc3)N[C@@](Cc3ccccc3)(C(=O)OC)[C@H]2C1=O	0	i	0.3	-6	-4	-10	46	11	0
Cc1ccc(C(=O)OCC(=O)c2c[nH]c3ccccc23)cc1S(=O)(=O)N1CCOCC1	2	i	-1.1	3	-10	-1	7	7	-1
O=C(Nc1ccccc1C(=O)N1CCCC1)c1cccc(S(=O)(=O)N2CCCCCC2)c1	-4	i	-0.5	-1	5	4	2	-5	-1
COc1cc(C(=O)Nc2ccc3c(c2)nc(C)n3C)cc(OC)c1OC	2	i	-1.2	-7	-3	6	-7	2	-1
O=C(C1CCN(S(=O)(=O)Cc2ccccc2)CC1)N1CCN(c2ncccn2)CC1	1	i	-0.2	5	-2	1	-3	11	-4
O=C(N/N=C/c1ccccn1)c1ccc([N+](=O)[O-])cc1Cl	1	i	3.3	2	5	-5	2	17	-2
Cc1sc2ncnc(SCC(=O)NC(C)(C)C)c2c1C	-5	i	1.8	0	-4	9	-1	8	-1
O=C(O)c1ccccc1SCc1cn2cc(Cl)ccc2n1	-1	i	-0.7	2	-6	6	-6	8	-3
CCCc1cc(C(=O)Nc2ccc(C(=O)c3ccccc3)cc2)n(C)n1	-3	i	-1.0	-2	-6	0	22	6	-3
CC[C@]12c3[nH]c4cc(-c5ccco5)ccc4c3CCN1C(=O)[C@@H](CC(=O)NCc1ccc(OC)c(OC)c1)C[C@@H]2C(=O)N1CCN(C(=O)c2ccco2)CC1	-4	nt	1.2	4	8	-10	-1	15	3
COc1cc(C(O)c2nc(-c3cccc(C(C)C)c3)cs2)ccc1F (centres undefined)	-4	i	0.2	-7	7	10	19	6	-1
COc1ccccc1NCCC(=O)OCC(=O)Nc1cc([N+](=O)[O-])ccc1F	4	i	-0.1	6	2	-1	30	11	-5
O=c1[nH]c2ccccc2nc1-c1c[nH]c2ccccc12	2	nt	1.7	-1	-2	8	5	10	-1
Cc1nc(C)c(C(=O)N/N=C/c2cc(Br)ccc2O)s1	-4	i	2.6	5	-13	-29	25	1	3
CCCCNC(=O)COC(=O)c1cc(F)c(F)cc1Cl	-4	i	0.8	4	-3	-6	12	-9	-3
CC(C)c1ccc(S(=O)(=O)N2CCN(C(=O)c3ccc(N4CCCC4)c([N+](=O)[O-])c3)CC2)cc1	-4	i	-0.6	0	-5	7	19	3	-9
COc1cccc(C(=O)NNC2OC(CO)C(O)C2O)c1 (centres undefined)	0	i	0.5	6	-8	5	-1	-5	-4
COc1ccc(C(=O)OCC(=O)NC(C)CCc2ccccc2)c(OC)c1 (centres undefined)	2	i	-1.0	-4	4	-3	-3	16	-3
COCCNC(=O)c1[nH]c(C(F)(F)F)nc1-c1ccccc1	2	i	0.1	-2	0	1	-10	3	-3
CCn1nc(C(=O)OCC(=O)c2ccc(F)cc2)c2ccccc2c1=O	0	i	0.8	-1	1	4	-5	-13	-15
N#Cc1cccnc1N1CCN(C(=O)c2[nH]c(C(F)(F)F)nc2-c2ccccc2)CC1	3	i	-0.4	1	-9	4	-12	5	-1
O=C(c1cccs1)N(Cc1ccco1)Cc1cc2ccccc2[nH]c1=O	-3	i	1.4	1	-4	1	-5	-13	-2
CCOC(=O)c1c(NC(=O)CN2CCCCC2)sc2c1CCCC2O (centres undefined)	4	i	2.2	-3	-8	-9	14	0	-1
O=C(Nc1ccc2c(c1)Cc1cc([N+](=O)[O-])ccc1-2)C(F)(F)F	4	i	0.8	-89	-8	0	-6	2	-2
CCOC(=O)[C@]12CCCC=C1N(Cc1ccccc1)C(=O)[C@H](CC(=O)NCc1cccc(C(F)(F)F)c1)C2	nt	i	-0.3	4	nt	10	nt	10	nt
Cn1c(=O)c2c(nc(Oc3ccccc3Br)n2C)n(C)c1=O	3	i	-0.3	-5	0	2	-1	-5	-1
O=C(CN(C(=O)c1ccc(Cl)cc1Cl)N1C(=O)C2C3C=CC(C3)C2C1=O)c1ccc(F)cc1 (centres undefined)	3	i	0.3	-3	-2	-11	17	4	-8
O=C(c1ccc(CS(=O)(=O)c2ccccc2)o1)N1CCN(c2ccccc2)CC1	1	i	1.1	11	-4	7	-4	7	-2
COc1ccccc1C(=O)NCCC(=O)N1CCCC(C)C1 (centres undefined)	1	i	0.4	0	-6	16	-7	-2	-2
COc1ccc(OC)c(C(=O)c2coc3cc(Br)c(O)c(Br)c23)c1	-4	i	1.1	5	6	-3	4	14	-3
Cc1ccc(C23CC4CC(CC(C(=O)OCC(=O)N(C)C)(C4)C2)C3)cc1	0	i	-1.0	0	6	4	12	-12	-1
COCn1c(COc2ccc3ccccc3c2)nc2ccccc21	-2	i	0.1	-3	-1	1	17	14	-4
COc1ccccc1NC(C)C(=O)N/N=C/c1ccccc1OCc1cccc(Br)c1 (centres undefined)	-2	i	0.2	-5	-1	6	46	6	-3
COc1ccc(CCNC(=O)CN2C(=O)NC(C)(c3ccc([N+](=O)[O-])cc3)C2=O)cc1 (centres undefined)	5	i	-0.2	1	-4	2	20	-4	-8
Cc1cc(C)cc(NC(=O)CNC(c2ccccc2)c2ccccc2)c1	-1	i	1.2	-1	-6	8	24	18	5

Structures above that contain a CF3 group:
SMILES	Rin1 Abl inh	Neddylation inh	MsrA inh	MT1-MMP act inh	eLon inh	CendR NRP1 mod	FAS-TE inh	SKN-1 inh	MsrA act
COCCNC(=O)c1[nH]c(C(F)(F)F)nc1-c1ccccc1	2	i	0.1	-2	0	1	-10	3	-3
N#Cc1cccnc1N1CCN(C(=O)c2[nH]c(C(F)(F)F)nc2-c2ccccc2)CC1	3	i	-0.4	1	-9	4	-12	5	-1
O=C(Nc1ccc2c(c1)Cc1cc([N+](=O)[O-])ccc1-2)C(F)(F)F	4	i	0.8	-89	-8	0	-6	2	-2
CCOC(=O)[C@]12CCCC=C1N(Cc1ccccc1)C(=O)[C@H](CC(=O)NCc1cccc(C(F)(F)F)c1)C2	nt	i	-0.3	4	nt	10	nt	10	nt
